# From PubChem
# KB-V1 cytotox: kills drug-selected multidrug resistant KB-V1 cells; KB-V1 MDR cells viability, CellTiter-Glo, 72 h; Potency, µM (highest dose often 46.1 µM), for inactives: top-dose activity change, negative = cytotoxicity, actives largely listed as cytotoxic; 400,000 tested, 3.4% active; AID 1347076; note: potency is the fitted concentration of half-maximal effect; % is set by controls: 0 for no effect and ±100 for the full control effect; nearly all actives have a fitted effect of over 60% in size
#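 qHTS viability screen in drug-selected KB-V1 MDR cells: 72 h compound treatment at 37 degrees C, ATP luminescence end point.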
# HT1080-NT tox: kills 2HG-producing HT-1080-NT fibrosarcoma cells; 360,000 tested, 1.6% active; Potency, µM (titrated, usually from 46.1 µM), for inactives: top-dose activity, negative = less viability, most hits filed as cytotoxic; HT-1080-NT fibrosarcoma viability, CellTiter-Glo ATP luminescence, 48 h;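 note: NT is the 2HG producing partner of a matched IDH1 knockdown line; potency is the fitted concentration of half-maximal effect; 0% = DMSO-treated cells and -100% = media-only wells without cells; nearly all actives have a fitted effect of over 55% in size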
#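 Viability by CellTiter-Glo luminescence after 48 h compound exposure at 37C of HT-1080-NT cells (750/well, RPMI, 5% FBS). % activity scaled between DMSO wells and medium-only wells, then curve-fitted and categorized by curve class.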
# SW480 rereplic: inducers of DNA re-replication in SW480 colon cancer cells | SW480 DNA re-replication, Hoechst DNA content imaging, 48 h | Potency, µM (highest dose often 46.1 µM), for inactives: at the highest dose re-replication activation, usual class: activators | 340,000 tested, 1.8% active | AID 624297; note: potency is the fitted concentration of half-maximal effect; % of control where 0% means no effect; nearly all actives have a fitted effect of over 55% in size
#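 Readout is total intensity of Hoechst-stained nuclei, excited at 405 nm and collected at 500-530 nm. Compound treatment lasted 48 hr at 37 C in 5% CO2 before staining.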
# HT1080 IDH1KD tx: toxicity to HT-1080 IDH1 knockdown cells (counter line). Potency, µM (doses to about 46.1 µM), without a hit: at the highest dose activity, negative = toxicity, hits mostly cytotoxic. 360,000 tested, 2% active. HT-1080 IDH1 knockdown viability, ATP luminescence, 48 h. AID 686971;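 note: potency is the fitted concentration of half-maximal effect; 0% = DMSO wells and -100% = cell-free medium wells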
#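 Luminescent ATP read-out (CellTiter-Glo, 10 min at room temperature) after 48 h compound exposure at 37 °C gave viability of IDH1-knockdown HT-1080 cells. Activity was normalised to DMSO and cell-free wells, then fitted as concentration-response curves.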
# IL1B secr inh: inhibitors of inflammasome signaling (IL-1 beta secretion). 360,000 tested, 4.7% active. AID 743279. THP-1 LPS/ATP IL-1B secretion, AlphaLISA, 16 h; hits give low values. activity change, % at 57.5 µM; in the data active = activity change below about -50%; inconclusive = mostly about -30% to -49%; note: % is set by controls: 0 for no effect and ±100 for the full control effect
#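 Secreted IL-1B measured by AlphaLISA bead assay after 16 h compound exposure of THP-1 cells; compounds (final up to 57.5 uM) added 1 h before LPS (250 ng/mL) and ATP (1.25 mM) stimulation; lower signal means less secretion.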
# D3 ag: D3 dopamine receptor (human) agonism. P35462. D3R DiscoveRx beta-arrestin cells, luminescence, 90 min. max activation, %. 410,000 tested, 0.58% active; in the data active = max activation above about 30%; note: 0% is about no effect; mostly tested at two doses, the higher about 12 µM
# Target sequence (P35462 whole entry, looked up): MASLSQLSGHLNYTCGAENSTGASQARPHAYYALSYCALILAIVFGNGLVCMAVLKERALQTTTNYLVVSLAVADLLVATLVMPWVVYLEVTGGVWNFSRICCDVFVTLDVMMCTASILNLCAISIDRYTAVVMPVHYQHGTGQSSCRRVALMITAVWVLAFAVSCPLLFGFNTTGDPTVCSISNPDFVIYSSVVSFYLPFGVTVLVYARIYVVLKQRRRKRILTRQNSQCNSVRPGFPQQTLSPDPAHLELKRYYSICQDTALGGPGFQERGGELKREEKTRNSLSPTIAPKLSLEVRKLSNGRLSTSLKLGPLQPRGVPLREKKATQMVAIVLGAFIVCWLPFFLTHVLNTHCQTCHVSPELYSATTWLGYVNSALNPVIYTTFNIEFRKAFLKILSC
#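 Agonist-mode cell screen: cells plated at 1500/well and incubated overnight at 37 °C, then exposed to library compounds for 90 min at 37 °C. Detection reagent was added for 30–60 min at room temperature, and luminescence was read.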
# HEK293 tox: cytotoxic in the GLP-1 receptor inverse agonist counter-screen. 410,000 tested, 0.13% active. Potency, µM (series often up to 38.3 µM), inactives show at the highest dose activity change, negative = inhibition, most hits filed as inhibitors. HEK293 cAMP-luciferase reporter cells, luminescence, 24 h;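 note: loss of luciferase light is scored as toxicity; potency is the fitted concentration of half-maximal effect; % is set by controls: 0 for no effect and ±100 for the full control effect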
#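 Luminescence readout: signal drop marks cytotoxicity. Plated cells grew 12 h at 37 °C, 5% CO2, received 23 nL compound for 24 h, then got luciferase reagent, read after 12 min at RT.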
# MCF10A rerep: DNA re-replication induction in MCF 10a cells; Potency, µM (top dose mostly 46.1 µM), for inactives: top-dose activity, positive = re-replication, actives largely listed as activators; AID 624296; MCF 10A DNA re-replication, Hoechst nuclear intensity, 48 h; 350,000 tested, 2.9% active; note: potency is the fitted concentration of half-maximal effect; % of control where 0% means no effect; nearly all actives have a fitted effect of over 50% in size
# KB-3-1 tox: kills parental KB-3-1 adenocarcinoma cells. KB-3-1 viability, CellTiter-Glo ATP luminescence, 72 h. Potency, µM (top dose mostly 46.1 µM), for the others: at the highest dose activity change, negative = cytotoxic, actives largely listed as cytotoxic. 400,000 tested, 1.4% active. AID 1347075; note: potency is the fitted concentration of half-maximal effect; % is set by controls: 0 for no effect and ±100 for the full control effect; nearly all actives have a fitted effect of over 60% in size
#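 Here the drug-naive KB-3-1 line serves as comparator for MDR sub-line selectivity; cells received compound titrations, 72 h at 37 °C, then CellTiter-Glo readout.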
# * = called active by the depositor; ? = inconclusive; / = no result given; [ ] = dose if it differs, or a comment. Unless noted, calls come from the whole dose curve; as a rule, active = well fitted curve in the direction sought with a large enough effect; inconclusive = small, poorly fitted or top-dose-only effect, or another doubt; inactive = no such curve, though single readings can be large; an effect the other way counts as inactive or inconclusive.
compound,HT1080 IDH1KD tx,IL1B secr inh,MCF10A rerep,HEK293 tox,KB-V1 cytotox,HT1080-NT tox,KB-3-1 tox,D3 ag,SW480 rereplic
CCc1ccccc1-n1nnnc1-c1cnccc1C(F)(F)F,0%,23,6%,-5%,-28%,1%,25%,-8,-5%
CN(C)C(=S)NCc1ccccc1,13%,5,?,-8%,-6%,13%,-9%,1,?
Cc1ccc(NCc2nnc(SCC(=O)c3ccc4c(c3)OCCO4)o2)c(C)c1,10%,-6,-14%,7%,-18%,0%,9%,-9,1%
CC1CC(C)(C)C2=NCCN21 (stereo not given),10%,62,/,2%,8%,4%,-4%,-4,/
O=C(O)C1=C[C@H](c2cccs2)C[C@H](OCc2ccc(CO)cc2)O1,2%,21,-7%,-6%,16%,-6%,19%,-5,-2%
CC(C)CN(C(=O)COC(=O)c1cccnc1Cl)c1c(N)n(Cc2ccccc2)c(=O)[nH]c1=O,4%,?,-4%,-10%,0%,1%,22%,2,-3%
CCOC(=O)Cn1c(C)c(Br)c(COC)c(C#N)c1=O,15%,-1,4%,-6%,-10%,9%,-14%,6,2%
CCC1CCCCN1C(=O)CSc1nc(C)cc(C)n1 (stereo not given),20%,-6,2%,0%,6%,-1%,9%,2,-2%
COc1ccc(CCNS(=O)(=O)c2ccc3oc(C(=O)O)c(C)c3c2)cc1OC,3%,7,1%,-15%,9%,6%,-4%,-9,1%
COc1ccc(CC(=O)NCCC2=CCCCC2)cc1,-5%,-24,-1%,6%,?,4%,-7%,4,15%
CCc1ccc(CN(C)Cc2nc(Cc3cccc(C(F)(F)F)c3)no2)nc1,-14%,0,-3%,-7%,?,-5%,-20%,-23,-4%
CCOc1ccccc1N(C(C)=O)S(=O)(=O)c1ccc(Cl)cc1,0%,19,1%,12%,-8%,7%,8%,17,0%

# Later entries.
compound,HT1080 IDH1KD tx,IL1B secr inh,MCF10A rerep,HEK293 tox,KB-V1 cytotox,HT1080-NT tox,KB-3-1 tox,D3 ag,SW480 rereplic
O=C(COCc1cc(-c2cccs2)on1)Nc1cccc(Cl)c1Cl,/,/,/,-1%,18%,/,-1%,-4,/
COc1ccc(CCNC(=O)C(C)n2c(=O)cc(C(F)(F)F)c3c(C)nn(C)c32)cc1OC (stereo not given),/,/,/,26%,-8%,/,-24%,-9,/
O=C(Nc1ccc(Oc2ccccc2)nc1)C1CCN(Cc2ccccc2)CC1,-29%,?,?,-27%,-23%,?,-4%,-15,?
O=C(NCCCNCCCNC(=O)c1ccc(/C=N/O)nc1)c1ccc(/C=N/O)nc1,-4%,1,0%,2%,18%,3%,-18%,-4,16%
Cc1oc2c(c(C)cc3oc(=O)c(CC(=O)N[C@H](C(=O)O)C(C)C)c(C)c32)c1C,4%,6,-4%,7%,-4%,2%,6%,1,-7%
Cc1ccc(S(=O)(=O)Nc2cc(=O)[nH]c(SCc3ccccc3Cl)n2)cc1,-3%,-5,?,-2%,-14%,-7%,-20%,-1,?
CN1C[C@H]2CON(C)[C@H]2C[C@H]1c1cccc(-c2ccc(C#N)cc2)c1,-1%,18,39%,6%,-11%,-2%,4%,-10,-4%
CC(=O)N(CN1C(=O)C2C3C=CC(C3)C2C1=O)c1cccc(Cl)c1 (stereo not given),1%,31,-3%,-16%,-22%,-8%,-1%,2,-16%
Cc1ccc(S(=O)(=O)N(CCc2ccccc2)c2ccc3c(c2)C2CC3CCN2C(=O)OCc2ccccc2)cc1 (stereo not given),9%,-17,/,8%,-10%,-3%,0%,-9,/
C=CCOc1ccc(C2C(C(=O)c3ccco3)=C(O)C(=O)N2c2nnc(C)s2)cc1 (stereo not given),-9%,9,3%,8%,0%,22%,-2%,-4,-1%
O=C(c1ccccc1)N1CCN(C(=O)c2ccc(OC(F)(F)F)cc2)CC1,24%,-12,0%,-1%,1%,16%,0%,2,-4%
O=C(COC(=O)c1ccccc1O)NCCCc1ccccc1,-3%,21,-1%,-7%,-13%,-3%,-8%,-3,1%

# Additional results:
compound,HT1080 IDH1KD tx,IL1B secr inh,MCF10A rerep,HEK293 tox,KB-V1 cytotox,HT1080-NT tox,KB-3-1 tox,D3 ag,SW480 rereplic
COc1nc(NCCO)nc(Nc2cc(Cl)ccc2OC)n1,0%,-10,5%,-2%,?,-5%,0%,-4,-3%
Cc1cc(Br)c(NC(=O)COC(=O)c2ccc[n+]([O-])c2)c(Br)c1,0%,1,-6%,6%,-10%,6%,9%,-3,5%
COc1ccccc1C(=O)N/C(=C/c1cccc([N+](=O)[O-])c1)C(=O)Nc1cccc(C(=O)O)c1,16%,-8,-43%[inhibitor],-2%,3%,23%,7%,3,1%
COC(=O)C1CCN(C(=O)CSc2nnc(-c3ccncc3)o2)CC1,9%,14,2%,-2%,-3%,3%,-2%,-5,0%
CCCCCc1ccc(OCCCC[n+]2ccc(C)cc2)c(CCCCC)c1,6.5µM*,-100*,28%,?,19%,6.5µM*,5.8µM*,-5,21%
C[C@@H]1CN([C@@H](C)CO)C(=O)CCCn2nncc2CO[C@H]1CN(C)C(=O)Nc1ccc(-c2cccs2)cc1,12%,11,/,3%,0%,21%,7%,5,/
CCCOc1ccc(C2C(C(=O)c3cc4ccccc4o3)=C(O)C(=O)N2c2cc(C)on2)cc1 (stereo not given),1%,-18,19%,3%,12%,-1%,?,0,?
CSc1ccc(CN(C)CCc2ccccn2)cc1,0%,-5,6%,2%,-9%,0%,-17%,-5,-2%
O=c1[nH]nc(-c2ccc(F)cc2)cc1Cc1ccccc1,12%,19,1%,-8%,-16%,20%,3%,-10,-36%
CC(=O)c1cccc(NC(=O)Cn2nc(C(F)(F)F)c3c2CCC3)c1,/,/,/,-8%,-26%,/,-3%,-12,/
CCOC(=O)c1cnc2c(C)cccc2c1NCCCN1CCOCC1,-21%,?,21%,-15%,0%,-21%,-19%,-2,-7%
Cc1ccc(C2(C)NC(=O)N(CC(=O)N3CCN(S(=O)(=O)c4cccc([N+](=O)[O-])c4)CC3)C2=O)cc1 (stereo not given),2%,-3,?,6%,?,-5%,0%,3,-16%

# Next part
compound,HT1080 IDH1KD tx,IL1B secr inh,MCF10A rerep,HEK293 tox,KB-V1 cytotox,HT1080-NT tox,KB-3-1 tox,D3 ag,SW480 rereplic
COc1nc(-c2ccccc2)cc(-c2ccc3c(c2)OCO3)c1C#N,-14%,54,?,-16%,-10%,?,1.8µM*,-5,?
O=C(CN(CCc1ccccc1)S(=O)(=O)c1ccc(Br)cc1)N/N=C/c1ccccc1C(=O)O,-25%,-12,5%,-1%,-10%,-1%,-1%,-2,-20%
COC(=O)c1sccc1NC(=O)CN(C)NS(=O)(=O)c1ccc(Cl)cc1,-24%,-10,?,-5%,?,?,-27%,0,?
COC1=CC(=O)C=C(OC)C1(O)CC(C)=O,5%,1,?,3%,24%,0%,0%,0,?
O=C(Nc1ccc(Br)cc1)c1ccc(Cl)c(S(=O)(=O)N2CCCCCC2)c1,/,/,/,-9%,?,/,?,-7,/
CCCCC(=O)Nc1nnc(SCC(=O)NCC2CCCO2)s1 (stereo not given),7%,-3,1%,4%,29%,1%,11%,-3,?
Cc1nc2ccccc2n1/N=C/c1ccc([N+](=O)[O-])o1,10µM*,-97*,2%,?,9%,13µM*,-4%,-6,6%
CCn1nc(C)c(NC(=O)c2cnn3c(C(F)F)cc(-c4ccccc4)nc23)c1C,-2%,0,-1%,5%,-21%,-4%,?,-1,5%
CN(C)c1ccc(N=Cc2cccn2C)cc1,?,-8,?,-21%,10%,?,?,-5,?
COCCOC(=O)C1=C(C)NC(=O)N(C(C)=O)C1c1ccc(Cl)cc1 (stereo not given),-1%,0,2%,1%,-11%,6%,-7%,-7,-1%
O=S(=O)(Nc1ccc(N2CCCCC2)cc1)c1ccc(F)c(F)c1,-28%,-3,?,-8%,-22%,-26%,-16%,3,9%
O=C(NCCN1CCC(n2c(=O)[nH]c3ccccc32)CC1)c1ccc(F)cc1,8%,?,/,3%,-15%,1%,?,-17,/

# More results
compound,HT1080 IDH1KD tx,IL1B secr inh,MCF10A rerep,HEK293 tox,KB-V1 cytotox,HT1080-NT tox,KB-3-1 tox,D3 ag,SW480 rereplic
COc1cc(NC(=O)CSc2ccc(-c3cccnc3)nn2)cc(OC)c1,0%,-14,14%,12%,?,1%,6%,2,1%
CN(C)C(=N)c1n[nH]nc1SCc1ccccc1,0%,-10,-1%,7%,-5%,10%,1%,-8,-10%
COC(=O)C1(Cc2ccc3c(c2)CCC3)Cc2ccc3c(c2C1=O)CCC3 (stereo not given),22%,1,9.2µM*,-29%,4.6µM*,10%,5.8µM*,7,?
COc1ccc(-n2nc(C(=O)NCC(=O)N3CCN(c4ccccn4)CC3)c3ccccc3c2=O)cc1,3%,?,-1%,-13%,?,2%,-11%,9,-2%
Cc1cc(C(=O)N(CCC#N)Cc2cccs2)no1,30%,4,-1%,-4%,21%,15%,-5%,-3,-6%
O=C(NCC(=O)N(Cc1ccccc1)C(C(=O)NC1CCCC1)c1ccncc1)c1ccco1 (stereo not given),-8%,-9,13%,-14%,-4%,0%,-4%,0,-4%
Cc1onc(-c2ccc(Cl)cc2)c1-c1ccnn1S(=O)(=O)c1cccc(C(F)(F)F)c1,-25%,-20,-15%,-3%,-41%,-6%,-6%,-2,?
CCOc1ccc(S(=O)(=O)N(CC(=O)NCc2cccnc2)c2ccc(F)cc2)cc1,2%,6,16%,3%,?,-11%,12%,6,6%
CCCCc1ccc(NC(=O)CSc2nc(=O)n(CCN(CC)CC)c3c2CCC3)cc1,-2%,-80*,30%,-8%,15%,-2%,-13%,-3,?
CCOc1ccc(/C=C(\C#N)C(=O)Nc2cccnc2)cc1,9%,2,-1%,-9%,12%,21%,27%,-3,/
O=C(Nc1cccc(Cl)c1)C1CCCN(c2ncnc3c2nc2n3CCCCC2)C1 (stereo not given),/,/,/,?,5%,/,16%,-9,/
COc1cccc(CN(C)C(=O)c2ccccc2Sc2ccccc2C#N)c1OC,-1%,-1,5%,-11%,-18%,-20%,-7%,-2,-11%

# An unsorted share of the library; any-hit rate near 11%.
